GPR151 ag = human GPR151 activation; Q8TDV0; PathHunter beta-arrestin GPR151 cells, luminescence; activation, % at 11.2 µM; 650,000 tested, 1% active; AID 1508602; in the data active = activation above about 4.9%;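 also: 0% = median of compound wells and 100% = cells with positive control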
TEAD-YAP inh = TEAD-YAP interaction inhibition | inhibition, % at 9.12 µM | 640,000 tested, 1.4% active | AID 1259422 | HEK-TIYL cells, TEAD-Gal4/YAP UAS-luciferase luminescence; in the data active = inhibition above about 32%;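 also: 0% = median of test compound wells and 100% = reference inhibitor wells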
MITF inh = human MITF inhibition, primary screen; inhibition, % at 2.6 µM; AlphaScreen MITF homodimerization, bead proximity signal; 650,000 tested, 0.91% active; AID 1259374; O75030; in the data active = inhibition above about 50%;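 also: 0% = vehicle wells with protein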
FBW7 activator = activators of human E3 ligase FBW7 | Q969H0 | AlphaScreen FBW7–phospho-cyclin E peptide binding, activator screen | normalized activity (activation), % at 26.1 µM | 650,000 tested, 0.13% active; in the data active = normalized activity above about 1.9%;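 also: purified mutant Fbw7 with reduced substrate affinity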
Target sequence (Q969H0 whole entry, looked up): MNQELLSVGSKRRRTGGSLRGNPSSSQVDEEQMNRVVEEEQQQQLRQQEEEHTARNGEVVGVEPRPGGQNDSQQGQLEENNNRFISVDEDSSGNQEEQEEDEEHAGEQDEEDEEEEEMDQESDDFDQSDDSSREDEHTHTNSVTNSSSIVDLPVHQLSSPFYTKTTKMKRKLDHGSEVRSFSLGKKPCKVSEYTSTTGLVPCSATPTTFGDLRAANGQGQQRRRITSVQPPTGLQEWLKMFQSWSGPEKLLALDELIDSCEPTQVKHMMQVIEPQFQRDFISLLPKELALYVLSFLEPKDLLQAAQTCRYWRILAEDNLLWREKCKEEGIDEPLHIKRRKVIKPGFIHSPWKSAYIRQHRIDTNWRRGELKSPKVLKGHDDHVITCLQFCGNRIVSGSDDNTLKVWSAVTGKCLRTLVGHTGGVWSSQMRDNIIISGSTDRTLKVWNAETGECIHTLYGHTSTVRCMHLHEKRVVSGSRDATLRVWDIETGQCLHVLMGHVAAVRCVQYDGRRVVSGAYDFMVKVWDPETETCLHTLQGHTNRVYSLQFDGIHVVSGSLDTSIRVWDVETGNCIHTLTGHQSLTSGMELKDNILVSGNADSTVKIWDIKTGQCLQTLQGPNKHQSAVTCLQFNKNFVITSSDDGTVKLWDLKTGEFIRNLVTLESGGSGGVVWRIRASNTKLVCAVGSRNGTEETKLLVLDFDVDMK
* hit, by the source's call; nt = not tested or not shown; & = joins results of further samples. Only part of the results is shown. The share of hits here may be higher or lower than overall.

SMILES	GPR151 ag	TEAD-YAP inh	MITF inh	FBW7 activator
Clc1ccc(NCCCN2CCOCC2)nn1	-0.5	-6	21	-0.1
CCOP(=O)(OCC)C(=C(Cl)Cl)C(C(=O)OC)C(=O)OC	-0.3	7	2	0.1
Nc1ccc(Cc2ccc(N)c(Cl)c2)cc1Cl	0.2	5	-3	-0.1
O=C(c1ccccc1)C1CN2CCC1CC2 (configuration not stated)	-1.5	-5	-4	0.0
N#CC1=C(N)Oc2c(c(=O)oc3ccccc23)C1c1cccc(OC(=O)c2cccs2)c1 (configuration not stated)	-0.6	-8	-12	-0.1
CCOC(=O)N1CCC2(CC1)OCc1cc(-c3ccccc3CO)ccc1O2	0.7	11	21	1.5
Cc1c(C)n(C)c2cc3c(C(F)(F)F)cc(=O)n(C)c3cc12	1.4	-7	-8	0.0
CCOC(=O)C(=O)NC1CCSC1=O (configuration not stated)	0.1	0	8	-0.5
Cc1cccc(N2C(=O)NC(=O)/C(=C\c3ccc(N(C)C)cc3)C2=O)c1	4.1	2	14	0.1
COc1ccccc1CNC(=O)CN1C2CCC1CC(O)(c1ccccn1)C2 (configuration not stated)	-0.7	3	24	0.4
C=CCNC(=O)c1c(COc2ccc(C)cc2)n(CCN2CCOCC2)c(C)cc1=O	1.2	-8	-8	-0.1
Clc1ccccc1CN1CCNCC1	0.0	-3	-13	-2.0

SMILES	GPR151 ag	TEAD-YAP inh	MITF inh	FBW7 activator
O=C(COc1ccc(Cl)cc1)Nc1ccc(Cl)cc1C(=O)c1ccccc1	1.2	14	13	0.0
COc1ccc(C(=O)C2CCCN(C)C2)c(OC)c1 (configuration not stated)	5.0*	3	35	0.0
Cc1ccc2c(c1)C1CN(C)CCC1N2C=O (configuration not stated)	0.1	-1	13	0.2
Cc1ccc(N/C(N)=N/[N+](=O)[O-])cc1NC(=O)c1ccoc1	-1.3	14	3	-0.1
COc1cc2c(C(=O)O)c(C)n(C)c2cc1Br	0.3	-4	-8	-0.3
C=CCOc1ccc(CC2C(=O)N(C)C(=O)N(C)C2=O)cc1	0.0	7	3	0.1
O=C(NCCN1CCCCC1)c1ccc(Cl)nc1Cl	1.1	7	12	0.0
CC(=O)c1ccc(-c2ccc(C=C3C(=O)NC(=S)NC3=O)o2)cc1	-0.2	-12	28	-0.3
CN(C)c1ccc(/C=C2/C(=O)NC(=O)N(Cc3ccc(F)cc3)C2=O)cc1	0.5	2	8	-0.8
N#Cc1ccccc1NC(=O)c1cccn(Cc2ccc(F)cc2)c1=O	1.8	11	1	0.0
O=C(c1ccc2cncc(-c3cc4ccccc4o3)c2n1)N1CCC2(CC1)OCCO2	-1.6	19	-6	-0.7
Cc1nc2c(-c3ccccc3)c(C)nn2c(C)c1CCC(=O)N1CCC2(CC1)OCCO2	-1.0	1	25	0.1

SMILES	GPR151 ag	TEAD-YAP inh	MITF inh	FBW7 activator
CSc1cc(C)c2c(c1)COC1(CCN(C(=O)Nc3cccs3)CC1)O2	0.3	1	15	-0.1
N#Cc1ccc(NC(=O)COC(=O)c2cccc(S(=O)(=O)N3CCCC3)c2)cc1Cl	0.7	1	2	-0.1
O=C1NC(=O)C(CCc2ccncc2)(CCc2ccncc2)C(=O)N1c1cccc(Cl)c1	-0.1	5	-14	-0.2
Cc1ccc(-n2c(O)c(C=NCCC3=CCCCC3)c(=O)[nH]c2=O)cc1	0.4&0.0	14&-10	5&-7	0.1&-0.1
COc1cc2c(cc1OC)C(C1c3cc4c(cc3CCN1C)OCO4)OC2=O (configuration not stated)	-0.4	4	2	-0.1
CC(=O)c1ccc(N2CCN(Cc3ccc(F)cc3)CC2)cc1	-0.4	-11	30	-0.1
CCn1c(C)cc(/C=C2\C(=O)NC(=O)N(c3ccccc3C)C2=O)c1C	-0.1	6	8	-0.4
COc1ccccc1CCNCc1ccc([N+](=O)[O-])cc1	0.0	10	35	-0.1
Cc1ccccc1C1CC(c2cccnc2)Nc2nnnn21 (configuration not stated)	-0.1	-10	3	0.1
O=C(CN1C2CCC1CC(O)(c1ccco1)C2)Nc1nccs1 (configuration not stated)	0.3	-9	5	-0.1
Cc1c(Cl)cccc1-n1c(/C=C/c2cccc(F)c2)nc2ccccc2c1=O	0.5	6	7	0.3
CC(CN1CCOCC1)OC(=O)Cc1ccccc1 (configuration not stated)	-0.2	3	1	-0.1

Whole records as entered above. Screens in order: GPR151 ag, TEAD-YAP inh, MITF inh, FBW7 activator
Listed for CSc1cc(C)c2c(c1)COC1(CCN(C(=O)Nc3cccs3)CC1)O2 : 0.3, 1, 15, -0.1
Listed for O=C(CN1C2CCC1CC(O)(c1ccco1)C2)Nc1nccs1 (configuration not stated) : 0.3, -9, 5, -0.1
Listed for Cc1c(Cl)cccc1-n1c(/C=C/c2cccc(F)c2)nc2ccccc2c1=O : 0.5, 6, 7, 0.3
Listed for Cc1ccccc1C1CC(c2cccnc2)Nc2nnnn21 (configuration not stated) : -0.1, -10, 3, 0.1
Listed for O=C1NC(=O)C(CCc2ccncc2)(CCc2ccncc2)C(=O)N1c1cccc(Cl)c1 : -0.1, 5, -14, -0.2

Continued:
SMILES	GPR151 ag	TEAD-YAP inh	MITF inh	FBW7 activator
C=C1N2CCC(CC2)C1(O)c1ccc(C)c(C)c1 (configuration not stated)	3.7	3	12	0.9
CC(=O)C1C(=O)NC(=O)NC1=O	0.4	7	0	-0.1
Oc1ccccc1CN1CCN(c2cccc(Cl)c2)CC1	0.2	10	15	-0.1
CC(=O)c1ncc(C(F)(F)F)cc1N1CCN(C)CC1	-0.8	-11	-7	0.0
CCOC(=O)C1=C(N)OC(c2ccccc2)=C(C(=O)OCC)C12C(=O)Nc1ccccc12 (configuration not stated)	2.6	3	-4	0.0
CCOC(=O)C1C2NC(=S)N(CCc3ccccc3)C1(C)Oc1ccc(Br)cc12 (configuration not stated)	2.7	5	18	-0.1
Nc1nonc1Cc1nc(-c2nonc2N)n[nH]1	-0.8	-9	11	-0.5
Cc1nn(-c2ccccc2)c2c1P(=S)(N1CCN(C)CC1)OC(c1ccccc1)=N2 (configuration not stated)	-0.8	-5	11	-0.1
N#Cc1ccc(NC(=O)C2CCCO2)cc1Cl (configuration not stated)	0.0	3	-2	0.0
CC1=C(C(=O)N2CCC3(CC2)OCCO3)C2(CCC(C)CC2)OC1=O (configuration not stated)	0.7	-20	3	-0.1
N#CCCn1cc(C(N)=O)c(-c2cccc([N+](=O)[O-])c2)n1	1.1	7	-10	-0.4
COC1(C[S@@](=O)c2ccccc2)CCN(CCc2c[nH]c3ccc(F)cc23)CC1	-2.3	nt	26	0.0

SMILES	GPR151 ag	TEAD-YAP inh	MITF inh	FBW7 activator
N#CC(C#N)=C(N)/C(C#N)=C/c1c[nH]c2ccccc12	-0.5	-2	2	-0.1
O=C(Nc1nc2c(s1)CCCC2)C(Cl)(Cl)Cl	-1.0	7	8	0.3
O=C(c1ccccc1Cl)c1cc(Br)ccc1NC(=O)C12CC3CC(CC(C3)C1)C2	-0.9	-3	10	0.2
N#Cc1ccc(NC(=O)COC(=O)CCN2C(=O)C3CCCCC3C2=O)cc1Cl (configuration not stated)	2.0	4	-5	-0.2
CC(C)[C@@]1(NC(=O)[C@@H]2C[C@@H]3c4cccc5[nH]cc(c45)C[C@H]3N(C)C2)O[C@@]2(O)[C@@H]3CCCN3C(=O)[C@H](Cc3ccccc3)N2C1=O	-1.4&1.1&0.3	6&5	5&13&-5	-0.1&0.0&0.0
O=C(O)c1[nH]c2ccc(Cl)cc2c1CC(=O)N1CCN(Cc2ccccc2)CC1	0.2	-1	-15	-0.2
Cc1nc2ccccc2c(=O)n1-c1ccc(N)cc1	0.8	6	-3	0.1
COc1cccc(CN2CCCCC2c2cccnc2)c1 (configuration not stated)	-1.3	6	-6	-0.1
CN(C)CCN=Cc1c(O)n(CCC2=CCCCC2)c(=O)[nH]c1=O	0.5	8	7	0.6
COc1cccc(CN2CCN(C(C)C)CC2)c1	0.9	4	46	-0.1
O=c1c2ccccc2nc(/C=C/c2cccc(F)c2)n1-c1ccc(F)cc1	0.2	3	-15	0.1
Cc1ccc(C2=CCN(CC(=O)NC3CC3)CC2)o1	0.1	-12	13	0.0

SMILES	GPR151 ag	TEAD-YAP inh	MITF inh	FBW7 activator
Cc1cc(C)n(C(=O)CN2C(=O)CN=C(c3ccccc3)c3cc(Br)ccc32)n1	0.6	6	5	-0.6
CCC(C)C12CN3CCN(CC(C)(C3)C1=O)C2 (configuration not stated)	0.1	4	15	0.4
C(#CC1CC1)CN(C1CCCCC1)C1CCCCC1	0.0	-3	84*	0.0
COc1ccc(NC2(C#N)CCCCC2)cc1	-2.9	-5	4	-0.2
CC(NC(=O)C(Cl)(Cl)Cl)c1ccccc1 (configuration not stated)	0.0	3	14	0.4
Cc1[nH]c2ccccc2c1/C=N/N/C(N)=N/[N+](=O)[O-]	0.1	0	15	0.8
COc1ccccc1CN1CCN(Cc2ccccc2)CC1	-0.2	-7	88*	-0.1
CC(C(=O)Nc1ccc(Br)cc1C(=O)c1ccccc1)N1CCOCC1 (configuration not stated)	1.2	4	7	0.0
Cn1c(SCC(=O)Nc2ccc(C#N)c(Cl)c2)nnc1-c1ccccc1	0.9	7	8	0.0
CCOc1cc(C=C(C#N)C#N)ccc1OC	-0.5	12	2	0.1
Cc1c(N=Nc2c(O)[nH]c(=S)[nH]c2=O)c(=O)n(-c2ccccc2)n1C	15*	-9	92*	-0.2
COc1cccc(-n2c(/C=C/c3ccc([N+](=O)[O-])o3)nc3ccccc3c2=O)c1	-1.0	-8	10	-0.1

SMILES	GPR151 ag	TEAD-YAP inh	MITF inh	FBW7 activator
Cc1nn(CC(=O)N2CCC3(CC2)OCCO3)c2ccccc12	-0.2	-10	-12	-0.1
CC1CCC(NC(=O)C2CSC(c3cccnc3)=N2)CC1 (configuration not stated)	0.7	-23	-2	0.0
COC(=O)C1=C(N)OC2=C(C(=O)CC(C)(C)C2)C12C(=O)N(C)c1ccccc12 (configuration not stated)	1.4	2	3	-0.1
CCC(=O)CC(c1ccc([N+](=O)[O-])cc1)c1c(O)c2ccccc2oc1=O (configuration not stated)	2.1	6	10	0.1
COCCn1nnnc1CN1CCC(n2nnc3cc(F)ccc32)CC1	0.6	2	26	0.0
COc1cc(OC)c2nonc2c1[N+](=O)[O-]	0.1	-4	-8	-0.8
Cc1ccc(Cl)cc1N1CCN(CCN)CC1	0.3	0	2	0.0
COc1ccc(/C=C2\CCCc3c(-c4ccccc4)cc(-c4ccccc4)[n+](C)c32)cc1	0.8	92*	-3	-0.1
OCCC1CN(Cc2ccc(Cl)cc2)CCN1Cc1ccccc1 (configuration not stated)	-0.2	-5	10	-0.1
CCOc1cccc(C=C2C(=O)NC(=S)NC2=O)c1	1.0	-3	-4	-0.4
COc1cc(N2CCOCC2)ccc1/C=C1\C(=O)NC(=O)N(Cc2cccs2)C1=O	-0.7	9	2	-0.4
O=C(c1ccccc1Cl)N1CCOCC1	-0.3	-9	-7	-0.2

SMILES	GPR151 ag	TEAD-YAP inh	MITF inh	FBW7 activator
O=c1c(CN2CC3CC(C2)c2cccc(=O)n2C3)coc2ccc(Cl)cc12 (configuration not stated)	1.1	4	-3	-0.2
OC1(c2ccc(F)cc2)C[N+]2=C(SCCC2)N1Cc1ccccc1 (configuration not stated)	-0.8	-1	5	-0.1
CC(C)c1cccc(C(C)C)c1OCCNCCO	0.6	9	40	-0.1
CN1/C(=C\P(=S)(N2CCOCC2)N2CCOCC2)C(C)(C)c2ccccc21	-0.1	-5	-1	0.1
CCCCC[n+]1ccc(-c2cc[n+](CCCCC)cc2)cc1	-1.7	56*	3	0.1
O=C1NC(=O)N(c2cccc3ccccc23)C(=O)/C1=C\c1ccc(O)cc1	0.3	4	0	0.1
COCCCNC(C)Cc1ccc(F)cc1 (configuration not stated)	0.2	2	28	0.8
C(#CC1(N2CCOCC2)CCCCC1)c1ccccc1	-0.5	0	7	-0.2
COC(=O)CN1C(=O)C2(C(C(=O)OC)=C(N)OC3=C2C(=O)CC(C)(C)C3)c2ccccc21 (configuration not stated)	0.2	-4	1	-0.2
CNP(=O)(Oc1ccccc1)OC12CC3CC(CC(C3)C1)C2 (configuration not stated)	1.9	2	9	-0.1
CCOc1cc(CN2CCN(c3ccccc3)CC2)ccc1OC	-1.1	1	16	0.0
COc1ccc(CNCCc2c[nH]c3ccccc23)cc1OC	-0.6	2	14	0.0

Just GPR151 ag and TEAD-YAP inh, for three of the compounds above:
mol,GPR151 ag,TEAD-YAP inh
COCCCNC(C)Cc1ccc(F)cc1 (configuration not stated),0.2,2
CN1/C(=C\P(=S)(N2CCOCC2)N2CCOCC2)C(C)(C)c2ccccc21,-0.1,-5
CCCCC[n+]1ccc(-c2cc[n+](CCCCC)cc2)cc1,-1.7,56*

(further entries)
SMILES	GPR151 ag	TEAD-YAP inh	MITF inh	FBW7 activator
Cc1cc(C=C2C(=O)NC(=O)NC2=O)c(C)n1C	0.6	5	16	0.1
Cc1cccc(NC(=S)N2CC3CC(C2)c2cccc(=O)n2C3)c1C (configuration not stated)	-1.1	5	9	1.2
O=C(Nc1ccccn1)c1c(O)c2c(n(Cc3ccco3)c1=O)CCCC2	0.9	7	0	0.0
O=C(O)CCCCC[n+]1cc(/N=C(\[O-])Nc2ccccc2)on1	0.1	3	-8	-0.1
CC(C)N1CCN(C2CC3CCC2C3)CC1 (configuration not stated)	-0.6	4	61*	-0.1
CCCCC/C=C\C/C=C\C/C=C\C/C=C\CCCC(=O)NC	-1.5	nt	-12	nt
Cc1ccc(-n2c(/C=C/c3cccc([N+](=O)[O-])c3)nc3ccc(I)cc3c2=O)cc1	2.2	6	-2	-0.1
